# LDHA block – blocks human lactate dehydrogenase A | purified LDHA, NADH/diaphorase-resazurin fluorescence; stronger effect = lower value | activity change, % (values are at about 110 or 230 µM) | hit rate 0.15% among 480,000 | AID 1347041 | P00338; in the data active = activity change below about -30%; inconclusive = mostly about -25% to -30%;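 note: plate controls were DMSO wells for no effect and wells without enzyme for full effect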
#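 Enzyme activity of human lactate dehydrogenase 5 (2 nM; 0.06 mM NADH, 0.2 mM pyruvate, 5 min, RT) is measured via a resazurin/diaphorase fluorescence readout of residual NADH.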
# TrxR1 substrate – rat thioredoxin reductase 1 substrate activity. purified TrxR1 substrate turnover, NADPH consumption readout. Potency, µM (doses to about 114 µM), for inactives: at the highest dose activity change, negative = substrate turnover. hit rate 0.01% among 390,000. AID 588456; note: potency is the fitted concentration of half-maximal effect; % is set by controls: 0 for no effect and ±100 for the full control effect; nearly all actives have a fitted effect of over 50% in size
#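 Rat TrxR1, dispensed at 90 nM, was prereduced with 400 uM NADPH (final) for 5 min at ~22 deg C, then incubated with compound 15 min before 400 uM selenite. A first-read NADPH fluorescence drop versus no-compound background flagged substrates.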
# RGS4 inh – human RGS4 inhibition; P49798; Transcreener GDP fluorescence polarization, RGS4-accelerated GTP hydrolysis; Potency, µM (doses to about 114 µM), for inactives: at the highest dose activity change, negative = inhibition, most hits filed as inhibitors; hit rate 0.039% among 390,000; AID 504845; note: potency is the fitted concentration of half-maximal effect; % is set by controls: 0 for no effect and ±100 for the full control effect; nearly all actives have a fitted effect of over 75% in size; some results filed as inactive show a strong effect at the top dose
# Target sequence (P49798 whole entry, looked up): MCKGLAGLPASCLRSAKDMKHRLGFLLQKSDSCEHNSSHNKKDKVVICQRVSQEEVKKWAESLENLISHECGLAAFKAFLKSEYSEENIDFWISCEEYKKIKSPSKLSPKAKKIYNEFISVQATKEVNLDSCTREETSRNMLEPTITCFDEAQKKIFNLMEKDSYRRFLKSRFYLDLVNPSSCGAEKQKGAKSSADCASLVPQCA
#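 MLSMR compounds (23 nl, pin-transferred) preincubated 10 min at room temperature with a 500nM (2x) first reagent, then RGS4 at 900nM (2x) plus Transcreener GDP mix added; fluorescence polarization (620/688 nm) read before and after 90 min at 30 °C.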
# TrxR1 inh – blocks rat thioredoxin reductase 1 | O89049 | recombinant rTrxR1, NADPH fluorescence consumption, selenite substrate | Potency, µM (series often up to 114 µM), for the others: at the highest dose activity change, negative = inhibition, usual class: inhibitors | hit rate 1% among 390,000; note: potency is the fitted concentration of half-maximal effect; % is set by controls: 0 for no effect and ±100 for the full control effect; nearly all actives have a fitted effect of over 65% in size
#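 Rat TrxR1 (90 nM in the dispensed reagent) was pre-reduced with 400 uM NADPH for 5 min at room temperature, then incubated with compound for 15 min. After 400 uM selenite was added, NADPH fluorescence (Ex 340/Em 450 nm) was followed for 8 min.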
# Vif-APOBEC3G blk – inhibitors of Vif-APOBEC3G interaction; hit rate 0.076% among 410,000; Q9HC16; Potency, µM (series often up to 46.1 µM), for the others: at the highest dose activity, negative = active, usual class: inhibitors; AID 602310; HeLa A3G-eYFP + Vif (tagged APOBEC3G with the HIV-1 protein that degrades it), YFP fluorescence, overnight;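 note: potency is the fitted concentration of half-maximal effect; % is set by controls: 0 for no effect and ±100 for the full control effect; nearly all actives have a fitted effect of over 60% in size; hits raise eYFP signal because A3G escapes Vif-driven loss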
# Target sequence (Q9HC16 whole entry, looked up): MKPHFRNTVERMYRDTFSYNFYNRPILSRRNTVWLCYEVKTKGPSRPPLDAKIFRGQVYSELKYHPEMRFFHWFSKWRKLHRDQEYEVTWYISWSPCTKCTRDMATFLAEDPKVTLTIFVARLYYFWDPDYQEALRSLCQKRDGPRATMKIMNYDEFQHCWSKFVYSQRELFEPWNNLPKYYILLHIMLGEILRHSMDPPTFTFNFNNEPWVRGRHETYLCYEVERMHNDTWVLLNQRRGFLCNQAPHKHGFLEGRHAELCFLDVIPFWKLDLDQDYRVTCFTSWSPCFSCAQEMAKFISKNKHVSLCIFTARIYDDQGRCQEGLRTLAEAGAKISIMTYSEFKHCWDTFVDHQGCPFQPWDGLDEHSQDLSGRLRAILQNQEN
#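 HeLa cells stably expressing Vif and C-terminally eYFP-tagged A3G, seeded overnight at 37 deg C, then exposed to compound by pintool overnight at 37 deg C. Rise in yellow fluorescence (Ex 488/Em 500-530, Acumen) marks blocked Vif-driven A3G degradation.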
# USP1-UAF1 inh – USP1/UAF1 (human) deubiquitinase inhibition; O94782; recombinant USP1/UAF1, Ub-Rhodamine cleavage fluorescence; Potency, µM (series often up to 57.1 µM), for inactives: top-dose activity change, negative = inhibition, hits mostly inhibitors; hit rate 0.23% among 390,000; AID 743255; note: potency is the fitted concentration of half-maximal effect; % is set by controls: 0 for no effect and ±100 for the full control effect; nearly all actives have a fitted effect of over 60% in size; inactives centre near -12
#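 High-throughput fluorogenic screen: 1nM USP1/UAF1 complex, Ub-Rho substrate 150nM final, 50mM HEPES pH 7.8 with 0.5mM EDTA, 0.1 mg/ml BSA, 1mM TCEP and 0.01% Tween-20.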
# Vif-A3F inh – blocks the Vif interaction with APOBEC3F. Potency, µM (doses to about 46.1 µM), for inactives: top-dose activity, negative = active. AID 602313. hit rate 0.2% among 390,000. HeLa A3F-eYFP + Vif (tagged APOBEC3F with the HIV-1 protein that degrades it), YFP fluorescence increase; note: potency is the fitted concentration of half-maximal effect; % of control where 0% means no effect; nearly all actives have a fitted effect of over 65% in size
#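 HeLa cells stably expressing Vif plus C-terminally eYFP-tagged A3F were seeded, incubated overnight at 37 deg C, dosed with compound, incubated overnight again at 37 deg C. Yellow fluorescence (Ex 488/Em 500-530) reported blocked Vif-mediated A3F-eYFP degradation.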
# Glioma ERSR ind – inducers of ER stress response in human glioma cells. U87-MG GRP78 promoter luciferase reporter, 16 h. Potency, µM, for inactives: top-dose activation, hits mostly activators. hit rate 0.02% among 420,000; note: potency is the fitted concentration of half-maximal effect; series mostly up to about 76 µM; % of control where 0% means no effect; nearly all actives have a fitted effect of over 35% in size
#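 Stably transfected U87-MG glioma cells carrying a GRP78-based luciferase sensor; 16 h compound incubation. Luminescence end-point read 10 min after Bright-Glo addition at room temperature.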
# IDH1 R132H inh – blocks human mutant IDH1 R132H enzyme | hit rate 0.093% among 390,000 | O75874 | Potency, µM (titrated, usually from 76.6 µM), for inactives: at the top dose activity change, negative = inhibition, hits mostly inhibitors | IDH1-R132H enzyme, NADPH consumption, diaphorase/resazurin fluorescence; note: potency is the fitted concentration of half-maximal effect; % is set by controls: 0 for no effect and ±100 for the full control effect; nearly all actives have a fitted effect of over 65% in size
# Target sequence (O75874 whole entry R132H, stated change not applied): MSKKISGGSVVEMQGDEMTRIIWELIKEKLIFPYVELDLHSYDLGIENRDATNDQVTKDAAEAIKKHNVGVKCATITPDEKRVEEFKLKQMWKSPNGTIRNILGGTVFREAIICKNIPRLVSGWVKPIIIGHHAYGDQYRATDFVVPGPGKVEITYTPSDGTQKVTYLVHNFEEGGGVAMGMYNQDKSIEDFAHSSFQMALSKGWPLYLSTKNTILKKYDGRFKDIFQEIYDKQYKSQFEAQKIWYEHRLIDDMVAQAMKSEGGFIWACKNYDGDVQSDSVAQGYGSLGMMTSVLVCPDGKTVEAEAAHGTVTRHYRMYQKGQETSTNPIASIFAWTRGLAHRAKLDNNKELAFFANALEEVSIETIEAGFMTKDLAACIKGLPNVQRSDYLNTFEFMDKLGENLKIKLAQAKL
#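 IDH1-R132H (0.5 ug/mL) preincubated 30 min with compound, then NADPH (0.016 mM) and alpha-KG (2 mM) added; 80 min at RT, pH 7.5. Remaining NADPH coupled via diaphorase/resazurin to fluorescence (540/590 nm); concentration-response curves normalized to no-enzyme control.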
# Active calls of the source: *; ? = inconclusive; & = joins results of further samples; [ ] = remark or other dose. Unless noted, calls come from the whole dose curve; as a rule, active = well fitted curve in the direction sought with a large enough effect; inconclusive = small, poorly fitted or top-dose-only effect, or another doubt; inactive = no such curve, though single readings can be large; an effect the other way counts as inactive or inconclusive. Only part of the results is shown (hit frequency here may not be typical).
molecule	TrxR1 substrate	Vif-A3F inh	RGS4 inh	LDHA block	IDH1 R132H inh	TrxR1 inh	Vif-APOBEC3G blk	USP1-UAF1 inh	Glioma ERSR ind
CCOC(=O)c1cc2c(=O)n3ccccc3nc2n(CCCOC)c1=NC(=O)c1c(-c2c(F)cccc2Cl)noc1C	42%[activator]	-18%	-16%	3	12%	-28%	1%	-11%	-1%
CCC(C)N(C(=O)COC(=O)CN=C1NS(=O)(=O)c2ccccc21)C1CCS(=O)(=O)C1 (stereo not given)	0%	8%	18%	-9	-5%	27%	2%	-11%	-3%
CCOP(=O)(OCC)C(NC(=O)NS(=O)(=O)c1ccc(C)cc1)c1ccccc1 (stereo not given)	2%[57.1 µM]	-2%	28%	-10	14%	18%[57.1 µM]	0%	-11%	-1%
COc1ccc(C2=CC3=C(Br)C(=O)C(C)(OC(=O)c4cccs4)C(=O)C3=CO2)cc1 (stereo not given)	-13%	1%	?	8	-1%	50µM*	0%	35µM*	-2%
COC(=O)c1ccccc1-c1c2ccc(=N)cc-2oc2cc(N)ccc12	-3%	21%	?	-58*	?	1%	10%	-101%	-1%
COc1ccccc1-n1c(CCC(=O)O)ccc1-c1ccccc1	0%	2%	-16%	-5	-3%	?	-1%	-25%	1%
Cc1ccc(NC(=O)CSCc2cnn(-c3ccccc3)c2-n2cccc2)c(Cl)c1	-3%	1%	-8%	-2	-5%	1%	4%	-5%	-1%
Cc1ccccc1OCC(O)CN(CCO)Cc1ccccc1 (stereo not given)	7%[57.1 µM]	1%	-17%	-4	1%	22%[57.1 µM]	-3%	-6%	-6%
CCCC(O)(c1ccccc1)C(c1ccccc1)c1ccccn1 (stereo not given)	-4%[2.29 µM]	7%	2%	-3	0%	-5%[2.29 µM]	-1%	-11%	-6%
O=C1CC(=O)CC(c2ccco2)C1	-9%	-6%	-12%	-1	-5%	-19%[57.1 µM]	0%	5%	-2%
CC(C)Cc1nnc(NC(=O)CSc2nc(N)cc(=O)[nH]2)s1	2%	-2%	-13%	-6	0%	11%	1%	-5%	-3%
O=C(Cn1c(=O)n(Cc2ccco2)c(=O)c2c3c(sc21)CCCCC3)c1ccccc1	-2%	0%	?	-3	5%	?	-9%	-22%	0%
Cc1c(Cl)cccc1NS(=O)(=O)c1ccc(NS(=O)(=O)c2ccc3c(c2)OCCO3)cc1	6%	1%	-8%	-9	-27%	8%	-9%	-20%	0%
COc1ccc(/C=C(\NC(=O)c2ccco2)C(=O)NCc2ccco2)cc1	-2%	-15%	1%	-2	3%	10%	-1%	-6%	-3%
O=C(Nc1ccccc1)Oc1cccc2cccnc12	-13%	10%	-7%	12	3%	-21%	?	-4%	3%
CCN1CCc2c(OCC(=O)N3N=C(c4cccs4)CC3c3ccc(F)cc3)cccc2C1=O (stereo not given)	33%[activator]	7%	-23%	0	-2%	12%	-6%	-25%	-3%
O=C(Nc1cc(Cl)ccc1F)c1ccc(-n2cncn2)c([N+](=O)[O-])c1	-3%[57.1 µM]	-15%	0%	-3	5%	12%[57.1 µM]	3%	-10%	2%
CCN1CCN(c2ccc(S(=O)(=O)N3CCOCC3)cc2NC(=O)C(C)Oc2ccc(Cl)cc2)CC1 (stereo not given)	-4%[57.1 µM]	-11%	-4%	-4	-5%	-1%[57.1 µM]	0%	-1%	2%
COc1ccc(C)cc1NC(=O)C1CC(=O)N(Cc2ccco2)C1 (stereo not given)	4%	4%	18%	-6	-4%	-19%	-1%	-4%	-4%
Cc1ccc(/C=C/C(=O)Nc2ccc3nc(N4CCC(C)CC4)cc(C)c3c2)cc1	-1%	-14%	-2%	0	9%	12%	-2%	-6%	-2%
COc1cccc(N2CC34C=CC(O3)C(C(=O)O)C4C2=O)c1 (stereo not given)	7%[57.1 µM]	-1%	-29%	-4	-1%	-2%[57.1 µM]	1%	-17%	-3%
Cc1ccc(C)c(OCC(=O)NCC(c2ccco2)N2CCCCC2)c1 (stereo not given)	-4%	9%	-1%	-5	3%	-9%	-2%	-10%	-2%
CCc1ccccc1NC(=O)N[C@H](C(=O)O)C(C)C	-9%	-7%	3%	-5	8%	-9%	-1%	-2%	-3%
CC1=C(C(=O)Nc2ccccc2C)C(c2ccc[nH]2)n2ncnc2N1 (stereo not given)	8%[0.457 µM]	0%	-18%	2	-14%	-10%[57.1 µM]	8%	-5%	-3%
Cc1c(OC(C)C(=O)NCCCN2CCCC2=O)ccc2c3c(c(=O)oc12)CCCC3 (stereo not given)	87%[activator]	-4%	1%[11.4 µM]	0	7%	-3%	-2%	-18%	-7%
CS(=O)(=O)N(CC(=O)N1CCC(C(N)=O)CC1)C1CCCCC1	6%	-3%	-13%	-5	0%	15%	-4%	-19%	-4%
COc1ccc(C2OC(=O)Cc3cc(OC)c(OC)cc32)cc1 (stereo not given)	0%[57.1 µM]	0%	-13%	-4	-1%	20%[57.1 µM]	-4%	1%	-1%
O=C(O)c1c2c(nc3ccccc13)CCCCC2	-7%	-10%	-5%	-2	-1%	-4%	1%	-4%	-3%
O=C1NC[C@H](c2ccccc2)N(CCc2cc(C(F)(F)F)cc(C(F)(F)F)c2)C1=O	9%[57.1 µM]	-5%	4%	5	-5%	17%[57.1 µM]	-2%	?	-3%
COC(=O)Nc1c(-c2ccccc2)nc2ccc(Cl)cn12	11%[57.1 µM]	0%	?	-3	9%	23%[57.1 µM]	-6%	-13%	0%
COc1cc(C2C3=C(CC(C)(C)CC3=O)Nc3ccccc3N2C(C)=O)cc(OC)c1OC (stereo not given)	-2%	0%	17%	-5	-3%	7%	-1%	-3%	1%
COc1ccc(CN2CCN(C(=O)c3ccc(CNS(=O)(=O)c4ccc(C)cc4)cc3)CC2)c(OC)c1OC	-2%	-2%	22%	0	1%	14%	0%	-9%	-1%
O=C(Cc1nnc(NC(=O)c2ccccc2)s1)N/N=C/c1ccc(O)cc1	-9%	3%	-39%	-2	7%	-8%	2%	-18%	-3%
COc1ccc2cc(C3(C)NC(=O)NC3=O)ccc2c1 (stereo not given)	-9%	0%	-15%[11.4 µM]	0	10%	-3%[57.1 µM]	2%	2%	5%
Cc1ccc(NC(=O)CN2C(=O)CC(C)Sc3ccccc32)c(C)c1 (stereo not given)	5%	-4%	-15%	-10	-3%	16%	-3%	-27%	-4%
COc1ccc(NC(=O)c2cc(C3CC3)on2)c(OC)c1	-2%[57.1 µM]	6%	-43%	3	9%	14%[57.1 µM]	1%	-18%	1%
Cc1cc(Nc2cccc(F)c2)n2ncnc2n1	-4%	-3%	8%	-11	-9%	14%	0%	-2%	-2%
O=C(Nc1ccc(C(F)(F)F)cc1)C1CCN(c2cnccn2)CC1	7%&4%	-14%&3%	3%&32%	-2&-1	9%&15%	3%&13%	0%&9%	-24%&-16%	-4%&0%
O=c1sc2ccccc2n1COc1ccc(Cl)cc1	-3%	8%	-19%	-5	3%	-7%	-2%	-29%	4%
CCCN(CC(=O)Nc1ccccc1C)C(=O)C1CCN(S(=O)(=O)c2ccccc2C(F)(F)F)CC1	-1%	5%	11%	-7	3%	5%	0%	-19%	-4%
COc1cc(Cc2nccc3cc(OC)c(OC)cc23)c(S(=O)(=O)O)cc1OC	0%[57.1 µM]	-2%	-5%	14	2%	-2%[57.1 µM]	0%	-25%	0%
Cc1cc2c(n1-c1ccc(C(=O)NCc3cccc(Br)c3)cc1)CCC(C)C2 (stereo not given)	-3%	-4%	24%	15	8%	?	-29%	?	-2%
CC(=O)Nc1ccc(NC(=O)c2cccc(C(=O)OC(C)C)n2)cc1	-14%	5%	-4%	-5	1%	-13%	2%	-3%	-1%
C/C(=N\N1CCN(Cc2ccccc2Cl)CC1)c1ccc(F)cc1	-1%	2%	18%	-2	-2%	19%	1%	-11%	3%
CCC(C)(C)NC(=O)C(c1ccc(C)o1)N(Cc1ccc2c(c1)OCO2)C(=O)c1snc(C(N)=O)c1N (stereo not given)	3%[57.1 µM]	-3%	-41%	-3	-13%	19%[57.1 µM]	0%	-9%	-5%
C=CCNC(=O)/C(=C/c1cccc([N+](=O)[O-])c1)NC(=O)c1ccco1	7%[57.1 µM]	7%	-3%	-1	6%	11%[57.1 µM]	1%	-19%	-5%
COc1cc(/C=N/NC(=O)c2ccc(O)cc2)ccc1OCC(=O)N1CC(C)OC(C)C1 (stereo not given)	-7%	4%	19%	-6	2%	13%	1%	-3%	-4%
COc1ccc(C(=O)Nc2cc(C(C)C)c(O)c(S(=O)(=O)c3ccc(OC)cc3)c2C)cc1	-6%	0%	-6%	-1	-3%	33%[11.4 µM]	0%	?	4%
COc1cccc(C(=O)Nc2nnc(SCC(=O)NC3CC3)s2)c1	-2%	0%	-12%	3	22%	6%	0%	-19%	-2%
